# NPY-Y2 PAM-ag – human NPY-Y2 potentiation or agonism, primary screen. activation, % at 3.6 µM. P49146. 0.45% of 220,000 active. AID 1359. cells expressing NPY-Y2, potentiator/agonist read-out; in the data active = activation above about 27%;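 note: cells stimulated with NPY near EC25 plus isoproterenol at EC100; 0% = vehicle plus submaximal agonist and 100% = vehicle plus saturating agonist; some results beyond the cut were filed as inactive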
# Target sequence (P49146 whole entry, looked up): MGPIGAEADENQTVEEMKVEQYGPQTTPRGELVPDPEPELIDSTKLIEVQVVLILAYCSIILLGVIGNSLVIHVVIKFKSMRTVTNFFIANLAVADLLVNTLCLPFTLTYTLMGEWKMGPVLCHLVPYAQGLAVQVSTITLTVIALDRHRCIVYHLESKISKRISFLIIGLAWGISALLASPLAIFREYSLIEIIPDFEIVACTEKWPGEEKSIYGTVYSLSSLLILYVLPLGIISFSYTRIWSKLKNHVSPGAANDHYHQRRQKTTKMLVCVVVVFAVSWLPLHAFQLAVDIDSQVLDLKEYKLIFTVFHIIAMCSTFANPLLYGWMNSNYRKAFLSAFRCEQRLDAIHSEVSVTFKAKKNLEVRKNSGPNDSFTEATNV
# p97 ATPase inh – inhibitors of human p97 ATPase; recombinant p97 ATPase, Kinase-Glo ATP luminescence, 3 h; inhibition, % at 8 µM; 0.42% of 220,000 active; AID 1481; in the data active = inhibition above about 15%;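 note: 0% = DMSO vehicle and 100% = wells lacking enzyme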
# RBBP9 inh – inhibitors of human serine hydrolase RBBP9; AID 1515; inhibition, % at 7.94 µM; 0.2% of 220,000 active; recombinant RBBP9, FP-Rh probe fluorescence polarization; O75884;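 active = inhibition above the campaign mean of all tested compounds plus 3 SD, cut at about 14% in these data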;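 note: plate controls were DMSO wells with RBBP9 for no effect and wells lacking RBBP9 protein for full effect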
#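 Assay system: recombinant human RBBP9; Reagent: Serine-hydrolase probe FP-Rh, 375 nM pre-mixing; Doses: 7.94 µM single dose, 0.794% DMSO; Incubation: 30 min then 45 min, 25 °C; Detection: fluorescence polarization (mP), excitation 525 nm, emission 598 nm; Evaluation: percent inhibition from mP, scaled between DMSO and no-protein wells.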
# Mdm2 ligase inh – Mdm2 E3 ligase (human) inhibition | 0.11% of 210,000 active | AID 1230 | Q00987 | cell-based MDM2 ubiquitination luciferase reporter, 2 h; 0 = plate control, 100 = twice control, blank-subtracted | signal enhancement, % at 5 µM;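 active = signal enhancement of 30% or more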;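 note: luminescence tracks abundance of the self-degrading MDM2-luciferase fusion protein; higher signal means inhibition of MDM2 E3 ligase activity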
#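 Test system: mammalian cells stably expressing self-ubiquitinating, self-degrading MDM2 E3–luciferase fusion; Amount: 2000 cells in each well; Medium: DMEM; Schedule: 4 h settle plus 2 h compound, 37 °C; Technique: SteadyLite luciferase luminescence after 15 min room-temperature reagent incubation; Benchmarks: plate control and blank wells.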
# NPY-Y1 antag – NPY-Y1 (human) receptor antagonism | P25929 | HEK293-CNG Y1 cells, membrane potential fluorescence; NPY at EC95, then isoproterenol | inhibition, % at 3.6 µM | 1% of 200,000 active;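 active = inhibition above the campaign mean inhibition of all tested compounds plus 3 SD, cut at about 20% in these data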;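 note: 0% = DMSO wells given NPY plus isoproterenol and 100% = isoproterenol alone without NPY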
#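 material = HEK293 cells with Y1 receptor plus CNG channel | also added = NPY 25 nM then isoproterenol 1 µM plus Ro 20-1724 25 µM | schedule = dye 3 h, compound 60 min room temperature, stimulation 45 min | measured by = membrane potential fluorescence | benchmarks = high control isoproterenol alone, low control NPY with isoproterenol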
# NPY-Y1 PAM-ag – human NPY-Y1 potentiation or agonism, primary screen | activation, % at 3.6 µM | 0.37% of 220,000 active | AID 1304 | NPY-Y1 expressing cells, potentiator/agonist activation | P25929; in the data active = activation above about 33%, passing the limit was not always enough;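 note: cells stimulated with NPY at EC10 then isoproterenol at EC100; 0% = low agonist plus stimulus and 100% = saturating agonist plus stimulus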
# Runt-CBFb FRET – blocks binding of human RUNX1 Runt domain to CBFb; Q01196+Q13951; Cerulean-Runt/Venus-CBFb FRET ratio 530/480, 1 h; inhibition, % at 20 µM; 0.46% of 220,000 active; AID 1496;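 active = inhibition over about 50% at 20 µM in the single-dose screen, limit read from the data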;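 note: 0% = DMSO wells and 100% = excess unlabeled CBFb competitor control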
# Target sequence (Q01196 whole entry, looked up, the tested form may be a part): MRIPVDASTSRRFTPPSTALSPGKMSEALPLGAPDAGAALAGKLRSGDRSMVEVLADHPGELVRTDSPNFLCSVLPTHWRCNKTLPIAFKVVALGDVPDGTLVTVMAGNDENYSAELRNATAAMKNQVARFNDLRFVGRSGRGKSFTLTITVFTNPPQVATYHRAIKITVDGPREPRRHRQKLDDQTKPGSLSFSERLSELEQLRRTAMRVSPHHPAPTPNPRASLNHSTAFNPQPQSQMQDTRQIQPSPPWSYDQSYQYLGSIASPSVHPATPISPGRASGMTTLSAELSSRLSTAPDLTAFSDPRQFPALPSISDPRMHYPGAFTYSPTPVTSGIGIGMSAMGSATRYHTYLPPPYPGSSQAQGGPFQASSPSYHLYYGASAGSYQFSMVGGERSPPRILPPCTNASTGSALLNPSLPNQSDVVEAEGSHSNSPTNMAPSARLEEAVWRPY
# Target sequence (Q13951 whole entry, looked up, the tested form may be a part): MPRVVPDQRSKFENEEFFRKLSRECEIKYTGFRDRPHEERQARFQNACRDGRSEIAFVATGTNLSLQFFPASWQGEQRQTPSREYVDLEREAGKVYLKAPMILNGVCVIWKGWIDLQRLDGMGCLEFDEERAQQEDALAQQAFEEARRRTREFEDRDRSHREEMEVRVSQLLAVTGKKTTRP
#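 test system = Cerulean-Runt domain fusion protein, energy donor | probe or stimulus = Venus-CBFb binding partner, 100 nM | incubation = two 1 h room-temperature incubations shielded from light | detection = fluorescence energy transfer, 422 nm excitation, 530/480 nm emission | measure = loss of energy transfer signal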
# Hck-Nef inh – human Hck-Nef kinase inhibition; Recombinant Hck-YEEI plus Nef, Z-Lyte FRET kinase assay; P08631; inhibition, % at 20 µM; 0.68% of 220,000 active;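 active = Hck-Nef kinase inhibition above about 50%, limit read from the data; inactive = inhibition below that limit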;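 note: 0% = DMSO with Hck plus Nef and 100% = Hck alone without Nef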
# Runt-SMMHC FRET – blocks binding of human RUNX1 Runt domain to CBFb-SMMHC; Q01196+Q13951; Cerulean-Runt/Venus-CBFb-SMMHC FRET ratio 530/480, 1 h; inhibition, % at 20 µM; 0.74% of 220,000 active;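 active = mean inhibition across duplicate retests at 20 µM reaching about 50%, limit read from the data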;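 note: 0% = DMSO wells and 100% = wells with excess untagged CBFb-SMMHC; inhibitors lower the FRET ratio by blocking Runt binding to CBFb-SMMHC; some results filed as inactive read as strong as hits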
# An asterisk follows results filed as active; . = not tested or not shown.
SMILES,NPY-Y2 PAM-ag,p97 ATPase inh,RBBP9 inh,Mdm2 ligase inh,NPY-Y1 antag,NPY-Y1 PAM-ag,Runt-CBFb FRET,Hck-Nef inh,Runt-SMMHC FRET
C=C(C)COc1ccc(-c2[nH]ncc2Oc2ccc(OC)cc2)c(O)c1,10,0,-2,-6,.,10,2,-7,4
CCc1ccc(S(=O)(=O)NCc2cn3cccc(C)c3n2)s1,-17,1,-10,-22,5,-15,0,1,3
Cc1ccc(N2Cc3ccccc3C2=S)cc1,-6,3,1,-3,1,8,0,21,3
CCCc1nc(SCC(=O)N2c3ccccc3CC2C)c2c(C)c(C)sc2n1 (centres undefined),-11,7,-5,-17,4,-8,0,1,8
Cc1cccc(N(C)C(=S)Oc2ccc3ccccc3c2)c1,2,-1,-14,.,8,-8,-3,0,2
COCCNC(=O)C(=O)Nc1ccc(Cl)cc1C,-11,3,2,-23,7,6,-1,1,4
O=c1nc(N2CCCC2)nc(Nc2ccccc2)[nH]1,-12,-2,-5,8,1,13,0,-1,3
c1ccc(COc2ccc(CNCc3cccnc3)cc2)cc1,-16,-8,-8,-2,14,-33,2,11,2
COc1ccc(NS(=O)(=O)c2ccc(O)c(NC(=O)c3ccc(S(=O)(=O)N4CCCCCC4)cc3)c2)cc1,30,5,-27,-6,-2,1,-1,4,0
C/C(=N\O)c1ncc(C(F)(F)F)cc1Cl,-1,3,-5,-19,-1,11,-1,4,4
CCc1ccc2oc(-c3ccc(N)cc3)nc2c1,4,-2,2,-80,11,0,-1,1,-1
Nc1ncnc2c1ncn2CCN1CCCCC1,4,-1,-10,-4,-1,-6,0,4,-1
COc1ccc(CCNc2oc(-c3ccc(OC)c(OC)c3)nc2P(=O)(OC)OC)cc1OC,1,2,-6,5,4,0,1,2,1
O=C(CNC(=O)c1ccccc1C(=O)O)c1ccccc1,2,2,-2,-8,2,-5,-2,1,-3
CCOC(=O)N1CCC(N2Cc3cccc(C(=O)NC(C)c4ccc5c(c4)OCCO5)c3C2=O)CC1 (centres undefined),-10,-5,-12,-3,5,-2,-5,0,-4
O=C1OC(C(=O)O)Cc2ccccc21 (centres undefined),-7,-1,-3,1,3,-1,2,7,0
Cc1cc(C(=O)CCl)c(C)n1-c1cccc(S(=O)(=O)N2CCOCC2)c1,2,1,-4,-17,1,0,1,31,-2
CCCCCCn1c(SCCCC)nc2c1c(=O)[nH]c(=O)n2C,15,1,-7,-5,-3,-2,-4,1,1
C#CC(CC)(CC)NC(=S)Nc1ccc(S(N)(=O)=O)cc1,10,-2,-13,0,4,-7,-2,0,3
Cc1onc(-c2ccccc2Cl)c1C(=O)NCc1ccc(S(N)(=O)=O)cc1,14,6,-5,4,-1,6,-1,-2,-2
CCOc1cc(C2NC(=O)NC(c3ccccc3)=C2C(=O)c2ccccc2)c(Br)cc1OCC(=O)O (centres undefined),-12,5,-6,-9,3,-2,3,18,1
CCOc1cc(Br)ccc1S(=O)(=O)N1CCC(C(N)=O)CC1,9,3,-4,16,-2,-4,1,3,0
Cc1c(NN=C(C#N)C#N)c(=O)n(-c2ccccc2)n1C,0,5,-12,-10,0,15,-2,27,-10
O=C(Cn1ncc2c(=O)oc3ccccc3c21)NC1CC1,26,3,-2,-10,9,-6,-1,1,2
O=C(Nc1ccc(-c2nc3ccccc3[nH]2)cc1)c1cccc(N2C(=O)CCC2=O)c1,-15,5,2,-4,5,-4,3,3,15

# Other entries follow.
SMILES,NPY-Y2 PAM-ag,p97 ATPase inh,RBBP9 inh,Mdm2 ligase inh,NPY-Y1 antag,NPY-Y1 PAM-ag,Runt-CBFb FRET,Hck-Nef inh,Runt-SMMHC FRET
COc1ccc([C@H]2[C@H](C(C)=O)N3N=Cc4ccccc4C3C23C(=O)OC(C)(C)OC3=O)cc1 (some centres undefined),6,4,0,6,4,-9,0,1,-8
CCOc1ccc(C(C)NC(=O)Cc2ccccc2)cc1OCC (centres undefined),5,0,5,-6,-1,-4,0,1,6
COc1ccc(-c2nc(N)c(C#N)c(-c3cccnc3)c2C)cc1,-17,6,-3,-10,.,5,-2,16,4
CC(C)OP(=O)(OC(C)C)C1(O)C(=O)Nc2ccc(Br)cc21 (centres undefined),3,-7,-4,-9,-10,-20,-1,1,-1
CCCN1C(=O)c2ccc(C(=O)NC3=NCCS3)cc2C1=O,11,0,6,1,0,4,-1,6,-2
Cc1c(C(=O)O)c(=O)n(-c2ccccc2)n1-c1ccccc1,-13,5,-6,-9,-1,2,0,16,-1
O=C(O)C1CC=CCC1C(=O)Nc1ccc(F)c(F)c1 (centres undefined),4,4,6,-13,0,4,2,-2,1
Cc1ccc(CNC(=O)COC(=O)c2c(C)noc2C)cc1,-13,-3,4,-4,1,-11,-2,1,1
Cc1cc(C)n(CC(=O)c2ccccc2)c(=O)c1C#N,13,4,-2,1,-6,-12,-1,1,2
CCOc1ccc(NC(=O)N2CCC(NC(=O)c3ccco3)CC2)cc1,0,6,-4,-12,-1,5,-2,1,-3
Cc1ccn2c(NC3CCCC3)c(-c3cccs3)nc2c1,-11,-6,-4,-6,19,-1,-12,15,-18
O=C(Nc1cccc(OCC(=O)N2CCOCC2)c1)C1CCCCC1,0,7,-9,-11,4,-6,1,-1,-6
COc1ccc(CCNC(=O)COc2ccc(S(=O)(=O)NC(C)C)cc2Cl)cc1OC,-6,0,-7,-15,5,-9,-2,5,0
O=C(O)CCC(=O)Nc1ccc(N2CCOCC2)cc1,5,-2,-2,-20,-7,21,1,1,-1
Cc1cc(N2CCC(C)CC2)nc2ccc(N3C(=O)CCC3=O)cc12,-2,2,-3,-16,-1,17,-1,-8,0
O=C(NCCCn1ccnc1)c1ccc(Cl)cc1[N+](=O)[O-],9,2,-10,-12,-4,9,0,-2,0
O=C(O)c1sc2cc(C(F)(F)F)cnc2c1-c1ccccn1,5,-3,-1,-5,1,7,-2,15,-5
Cc1cc(C)n(CCc2nc(-c3cccs3)cs2)n1,7,2,-3,10,-3,12,2,1,0
COc1cccc(OC)c1C(=O)NC(=O)Nc1c(F)cc(F)cc1F,-1,5,-7,-8,.,-14,1,15,1
CCN(CC)CCNC(=O)c1ccccc1C(=O)c1ncc[nH]1,-6,3,-8,-20,-7,-8,2,0,-1
C/C(=N\Nc1cccc([N+](=O)[O-])c1)c1cc(F)ccc1O,25,-1,-9,2,.,20,-2,7,0
Cc1cc(NC(=O)CSc2nc(-c3ccc(Cl)cc3)cs2)no1,-14,-7,-3,5,3,-44,0,6,-2
COc1ccc(CCCc2nnc(SCC(=O)Nc3ccc(OC)cc3)o2)cc1,-5,-2,-2,-5,2,-5,2,24,7
COc1ccc(CNC(=O)c2cc(-c3ccc(OC)c(OC)c3)on2)cc1,-15,-3,-7,9,-4,-20,-2,0,1
CCC(=O)NCCc1nc2ccccc2n1CC,-3,6,-5,-14,-2,-3,0,2,0

# Taken from the listing (three entries):
SMILES,NPY-Y2 PAM-ag,p97 ATPase inh,RBBP9 inh,Mdm2 ligase inh,NPY-Y1 antag,NPY-Y1 PAM-ag,Runt-CBFb FRET,Hck-Nef inh,Runt-SMMHC FRET
COc1ccc([C@H]2[C@H](C(C)=O)N3N=Cc4ccccc4C3C23C(=O)OC(C)(C)OC3=O)cc1 (some centres undefined),6,4,0,6,4,-9,0,1,-8
CCOc1ccc(C(C)NC(=O)Cc2ccccc2)cc1OCC (centres undefined),5,0,5,-6,-1,-4,0,1,6
COc1ccc(-c2nc(N)c(C#N)c(-c3cccnc3)c2C)cc1,-17,6,-3,-10,.,5,-2,16,4

# Next entries follow:
SMILES,NPY-Y2 PAM-ag,p97 ATPase inh,RBBP9 inh,Mdm2 ligase inh,NPY-Y1 antag,NPY-Y1 PAM-ag,Runt-CBFb FRET,Hck-Nef inh,Runt-SMMHC FRET
COc1ccccc1NS(=O)(=O)c1cccc2cccnc12,0,1,-6,-3,-1,14,0,-1,-1
COc1ccc(CN2CCN(C(C)C)C(CCO)C2)cc1Cn1cncn1 (centres undefined),-5,2,-1,-2,-2,-7,1,2,-1
COc1ccccc1C1CC(c2ccccc2)=NN1S(=O)(=O)c1ccccc1 (centres undefined),-9,6,-3,-8,.,19,3,3,-5
O=C(c1ccccc1)c1nccc2ccccc12,-4,2,-5,1,-3,-14,-3,1,2
CC(=O)OCC(=O)Nc1ccccc1C,-15,-3,-7,5,6,-18,0,18,1
CCNC(=S)NNc1nc(N2CCOCC2)nc(N2CCOCC2)n1,-3,-7,-7,-9,8,-6,5,5,-1
COC(=O)c1sccc1NC(=O)c1c(C)cc(=O)oc1C,15,8,3,-11,-7,5,-1,0,0
CCOC(=O)c1c(N)sc(C(O)(C(F)(F)F)C(F)(F)F)c1-c1ccc(OC)cc1OC,-3,6,-5,-8,12,-17,1,-1,1
Cn1c(=O)oc2cc(S(=O)(=O)Nc3ccc4c(c3)OCO4)ccc21,18,4,3,25,-3,4,6,4,-1
CC(=O)c1ccc(-c2nnc(CCC(=O)N(C)Cc3cnc4ccccn34)o2)s1,0,-1,0,-3,-1,10,-1,18,0
Cn1c(NCCN2CCCCC2)cc(=O)n(C)c1=O,14,4,-3,5,-5,13,2,-3,3
CCOC(=O)CSc1nc(-c2ccccc2)nc2ccc(F)cc12,-16,-6,-15,-16,23*,-13,-2,-1,1
OCc1nc2ccccc2n1C/C=C/c1ccccc1,-9,-9,-12,-12,-2,-15,-1,-1,1
Cc1cc(Br)ccc1NC(=O)CN1C(=O)CCC1=O,-3,4,-6,-21,1,13,0,1,0
N#C/C(=N\Nc1ccc([N+](=O)[O-])cc1)C(=N)N1CCOCC1,-1,2,5,-9,.,-1,2,12,1
N#Cc1ccc(CSc2nnc(Cc3cccs3)n2Cc2ccco2)cc1,-23,-8,1,-15,23*,-34,22,1,11
CCOCCCNCc1cn(-c2ccc(F)cc2F)nc1-c1ccccc1C,-16,2,-1,-12,2,16,0,9,1
Cc1oc(-c2ccccc2F)nc1CSCC(=O)NCc1ccc2c(c1)OCO2,-9,1,0,2,7,-17,-1,5,5
O=C(COc1ccccc1[N+](=O)[O-])Nc1ccc(Br)cc1,16,-3,-12,4,.,4,2,2,-4
Cc1ccc(Cl)cc1NC(=O)C[n+]1ccc(Cc2ccc([N+](=O)[O-])cc2)cc1,-7,-1,-9,0,2,-5,10,13,4
CCC(=O)N1CCc2cc(OC)c(OC)cc2C1COc1ccccc1OC (centres undefined),-2,-1,-6,-7,0,10,1,12,-1
CCN(CC)S(=O)(=O)c1cc(NC(=O)C(CC(C)C)NC(N)=O)ccc1C (centres undefined),14,0,-2,-7,-1,-14,-1,22,2
